# Source: PubChem BioAssay (National Center for Advancing Translational Sciences (NCATS))
# PI4K2A inh = PI4K2A (human) kinase inhibition; purified PI4K2A, ADP-Glo luminescence, 1 h; stronger effect = lower value; Q9BTU6; activity change, negative = inhibition, % at 76.9 µM; AID 1346378; 0.13% of 420,000 active; in the data active = activity change below about -50%; inconclusive = mostly about -30% to -49%;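 note: -100% = wells without enzyme as full effect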
#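 Compounds are screened against recombinant PI4K2A using PI as substrate and ATP, the latter dispensed at 300 microM. Reactions run one hour at ambient temperature before ADP-Glo detection; full inhibition defined by wells lacking enzyme.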
# D2 antagonist = antagonizes the human D2 dopamine receptor. P14416. HEK293 TREx D2 cells, calcium flux, dopamine EC80. inhibition, % at 10 µM. 2% of 340,000 active. AID 485344; in the data active = inhibition above about 30%; note: 0% is about no effect
#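 Inhibition of EC80 dopamine-driven calcium flux, recorded kinetically, defines activity here; cells are a tetracycline-induced HEK293 T-REx line expressing force-coupled D2.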
# IDH1 R132H inh = blocks human mutant IDH1 R132H enzyme. 0.093% of 390,000 active. O75874. IDH1-R132H enzyme, NADPH consumption, diaphorase/resazurin fluorescence. Potency, µM (doses to about 76.6 µM), without a hit: at the highest dose activity change, negative = inhibition, usual class: inhibitors; note: potency is the fitted concentration of half-maximal effect; % is set by controls: 0 for no effect and ±100 for the full control effect; nearly all actives have a fitted effect of over 65% in size
#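 IDH1-R132H (0.5 ug/mL dispensed) in pH 7.5 Tris buffer was preincubated 30 min with compound, then given a substrate mix of 0.016 mM NADPH and 2 mM alpha-KG for 80 min at room temperature; remaining NADPH was read by diaphorase/resazurin fluorescence.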
# TRHR enhancer = TRH receptor (human) allosteric enhancement. 0.66% of 360,000 active. P34981. enhancement, % at 2 µM. TRHR cells, fluo-8 calcium fluorescence, EC20 TRH enhancement. AID 493056; in the data active = enhancement above about 30%; note: 0% is about no effect
#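 TRHR-expressing cells loaded with fluo-8 calcium dye were read kinetically (ex 480/em 530) during compound addition, then stimulated with an EC20 of TRH (10 nM final). Enhancement of the Gq-mediated intracellular calcium response was scored.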
# TRHR agonist = activates the human TRH receptor. 0.18% of 360,000 active. activation, % at 2 µM. TRHR cells, calcium flux fluo-8, FDSS agonist mode. AID 493084; in the data active = activation above about 30%; note: 0% is about no effect
#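 Steps: seed TRHR cells overnight; add fluo-8 no-wash Ca dye, RT 30 min–1.5 h; record 10 s baseline; pin-transfer compounds; monitor fluorescence 1 cycle/s for the agonist window. Calcium increases flag candidate agonists.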
# TrxR1 substrate = is turned over as a substrate by rat TrxR1. O89049. purified TrxR1 substrate turnover, NADPH consumption readout. Potency, µM (series often up to 114 µM), inactives show at the highest dose activity change, negative = substrate turnover. 0.01% of 390,000 active. AID 588456; note: potency is the fitted concentration of half-maximal effect; % is set by controls: 0 for no effect and ±100 for the full control effect; nearly all actives have a fitted effect of over 50% in size
#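 Rat TrxR1, dispensed at 90 nM, was prereduced with 400 uM NADPH (final) for 5 min at ~22 deg C, then incubated with compound 15 min before 400 uM selenite. A first-read NADPH fluorescence drop versus no-compound background flagged substrates.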
# TrxR1 inh = blocks rat thioredoxin reductase 1; O89049; recombinant rTrxR1, NADPH fluorescence consumption, selenite substrate; Potency, µM (series often up to 114 µM), inactives show top-dose activity change, negative = inhibition, usual class: inhibitors; 1% of 390,000 active; note: potency is the fitted concentration of half-maximal effect; % is set by controls: 0 for no effect and ±100 for the full control effect; nearly all actives have a fitted effect of over 65% in size
#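 Rat TrxR1 (90 nM in the dispensed reagent) was pre-reduced with 400 uM NADPH for 5 min at room temperature, then incubated with compound for 15 min. After 400 uM selenite was added, NADPH fluorescence (Ex 340/Em 450 nm) was followed for 8 min.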
# USP1-UAF1 inh = USP1/UAF1 (human) deubiquitinase inhibition. O94782. recombinant USP1/UAF1, Ub-Rhodamine cleavage fluorescence. Potency, µM (doses to about 57.1 µM), without a hit: at the highest dose activity change, negative = inhibition, usual class: inhibitors. 0.23% of 390,000 active; note: potency is the fitted concentration of half-maximal effect; % is set by controls: 0 for no effect and ±100 for the full control effect; nearly all actives have a fitted effect of over 60% in size; inactives centre near -12
# Target sequence (O94782 whole entry, looked up): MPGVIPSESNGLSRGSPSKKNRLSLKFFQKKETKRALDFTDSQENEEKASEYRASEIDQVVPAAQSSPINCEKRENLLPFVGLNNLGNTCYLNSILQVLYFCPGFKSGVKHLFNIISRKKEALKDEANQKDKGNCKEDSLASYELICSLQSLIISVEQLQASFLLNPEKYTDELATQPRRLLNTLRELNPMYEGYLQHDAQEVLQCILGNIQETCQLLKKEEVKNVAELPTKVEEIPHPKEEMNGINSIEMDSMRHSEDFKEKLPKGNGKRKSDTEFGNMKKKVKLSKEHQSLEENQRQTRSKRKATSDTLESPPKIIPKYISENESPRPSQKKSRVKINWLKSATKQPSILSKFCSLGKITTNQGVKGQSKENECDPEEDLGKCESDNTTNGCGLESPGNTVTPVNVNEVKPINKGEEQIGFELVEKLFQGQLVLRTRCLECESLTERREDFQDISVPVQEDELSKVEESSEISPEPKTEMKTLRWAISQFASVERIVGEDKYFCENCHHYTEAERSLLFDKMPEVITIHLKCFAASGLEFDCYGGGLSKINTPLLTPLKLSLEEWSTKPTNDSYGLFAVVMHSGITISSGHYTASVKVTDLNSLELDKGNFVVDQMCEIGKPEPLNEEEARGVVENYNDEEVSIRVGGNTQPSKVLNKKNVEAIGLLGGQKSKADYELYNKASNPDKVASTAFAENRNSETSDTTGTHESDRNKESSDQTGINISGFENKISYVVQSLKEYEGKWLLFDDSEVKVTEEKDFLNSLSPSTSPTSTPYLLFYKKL
#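 In this screen, compounds sit with the deubiquitinase complex (1nM) for 15 min at room temperature before Ub-Rho is added at 150nM final. Fluorescence rise is then followed for 6 reads every 60 seconds.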
# D2 ag = D2 dopamine receptor (human) agonism. P14416. HEK293 T-REx D2 cells, calcium flux agonist mode. activation, % at 2 µM. 0.53% of 340,000 active. AID 485358;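 active = activation over 3 SD above normal in the single-dose calcium agonist read, cut at about 30% in these data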; note: 0% is about no effect
#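 In this primary screen, compounds producing a positive calcium signal within 180 s of addition to tetracycline-induced, force-coupled HEK293 Trex D2 cells are flagged; cells are dye-loaded with a no-wash calcium kit beforehand.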
# * = called active by the depositor; ? = inconclusive; . = no result given; & = joins results of further samples; [ ] = remark or other dose. Unless noted, calls come from the whole dose curve; as a rule, active = well fitted inhibition curve with a large enough effect; inconclusive = small, poorly fitted or top-dose-only effect; inactive = no such curve, though single readings can be large or run the other way.
structure,TrxR1 inh,D2 antagonist,IDH1 R132H inh,USP1-UAF1 inh,TRHR agonist,TrxR1 substrate,PI4K2A inh,TRHR enhancer,D2 ag
CCN(CC)CCNC(=O)C(=O)NCC(c1cccnc1)N1CCN(c2ccccc2)CC1 (configuration not stated),-9%,.,19%,7%,-0.5,10%[11.4 µM],0,14,0.2
COc1ccc(OC)c(-c2csc3nnc(SCC(=O)Nc4ccc(NC(C)=O)cc4)n23)c1,0%,.,-3%,-14%,-1.6,7%,2,3,.
CCN(CC)S(=O)(=O)c1ccc(C)c(NC(=O)COC(=O)CN2C(=O)NC(C)(C)C2=O)c1,-10%,14,5%,-9%,0.2,-4%,5,4,-0.3
CCOc1ccccc1CNC(=O)c1nn(C)c2c1CS(=O)(=O)c1ccccc1-2,26%,2,7%&14%,-15%&-19%,-0.8&-0.8,2%,4&-11,1&0,0.1&-1.7
COc1ccc(CN2C(=O)C(NC(=O)c3cccc(C)c3)(C(F)(F)F)N=C2c2ccccc2)cc1 (configuration not stated),12%,.,-3%,-21%,-2.9,-9%,2,3,0.4
CCCCC(=O)Nc1ccc2c(c1)nc(CCN1CCN(C)CC1)n2C,0%,3,1%,-9%,0.3,3%,-3,-1,0.2
Cc1ccc(S(=O)(=O)N2CCCC2=O)c(C)c1N(C)S(C)(=O)=O,14%,5,13%,-8%,0.5,9%[57.1 µM],1,3,1.0
O=C(NCCCCc1ccccc1)Nc1ccc(F)cc1,-1%,-10,-2%,-10%,0.1,-5%,-3,17,-0.4
O=C1NC(NS(=O)(=O)c2ccc(Cl)cc2)(C(F)(F)F)C(=O)N1CCc1ccccc1 (configuration not stated),3%,1,-1%,-1%,-0.5,-9%,0,-1,0.2
CCN(CC)CC(=O)NCc1cc(-c2ccc(OC)cc2)no1,-1%[57.1 µM],-17,1%,4%,0.5,8%[57.1 µM],10,-6,1.0

# Further entries
structure,TrxR1 inh,D2 antagonist,IDH1 R132H inh,USP1-UAF1 inh,TRHR agonist,TrxR1 substrate,PI4K2A inh,TRHR enhancer,D2 ag
C[C@H](CO)N1C[C@H](C)[C@@H](CN(C)C(=O)Nc2ccc3c(c2)OCO3)Oc2c(NS(=O)(=O)c3ccc(F)cc3)cccc2C1=O,-5%,.,-6%,-16%,.,-4%,-3,.,.
CC(C)Oc1ccc(CNC(=O)C2CCN(C(=O)N3CCOc4ccccc43)CC2)cc1,12%[57.1 µM],2,-5%,-22%,0.1,4%[57.1 µM],-2,1,1.2
CC12CCC(C/C1=N/O)C2(C)CBr (configuration not stated),28%,-4,9%,-20%,0.0,8%,-5,-1,4.1
CCn1c(C)nc2cc(C(=O)N/N=C/c3ccc(O)cc3)ccc21,-5%,21,1%,-13%,-0.2,-8%[57.1 µM],-5,-2,-0.3
CCn1c(SCC(=O)Nc2cc(C)on2)nnc1-c1ccco1,-21%,-4,4%,-21%,0.0,-1%,6,3,-0.4
COCCCNC(=O)[C@H](CSCc1ccccc1)N1Cc2ccccc2C1=O,8%,-4,6%,-1%,0.1,-5%,-12,1,-0.1
Cn1c(=NC(=O)C2CC2)sc2cc(F)cc(F)c21,6%[57.1 µM],-14,-19%,-12%,-0.4,7%[57.1 µM],0,29,-1.2
CCN1CCN(C(=O)c2ccc(OCC(=O)Nc3ccc(F)cc3)c(OC)c2)CC1,27%[57.1 µM],8,4%,-5%,0.3,-16%[57.1 µM],-6,-1,-0.1
FC(F)(F)c1ccc(Sc2nnc(-c3cccs3)n2CC2CCCO2)nc1 (configuration not stated),-10%,-21,5%,0%,-0.6,-6%,3,-10,0.5
C=CCN(Cc1ccc(OC)c(OC)c1)C(=O)c1cc2cc(F)ccc2[nH]1,3%,-16,-3%,-14%,-0.2,-2%,7,9,-0.3

# Next structures:
structure,TrxR1 inh,D2 antagonist,IDH1 R132H inh,USP1-UAF1 inh,TRHR agonist,TrxR1 substrate,PI4K2A inh,TRHR enhancer,D2 ag
O=C(Cc1ccccc1)Nc1ccc(-c2nnc(-c3ccco3)o2)cc1,-10%,-1,3%,-3%,0.7,-3%,-7,0,0.3
COC(=O)C1=C(c2ccccc2)c2ccccc2S(=O)(=O)N1CC(=O)Nc1ccc(OC)cc1OC,0%,.,9%,-18%,0.7,1%,-2,-10,0.9
CC1CCCC(NC(=O)CSc2ncccc2C(=O)O)C1C (configuration not stated),-7%,-5,4%,-24%,1.3,-9%,8,0,1.4
Cc1cc(C)n(-c2nc3ccccc3nc2Nc2ccc3c(c2)OCO3)n1,13%,-9,0%,-21%,1.1,3%,-3,-2,1.1
O=c1nc(N2CCCC2)nc(Nc2ccccc2)[nH]1,3%,-4,-3%,-15%,0.3,1%,-1,3,0.8
CC1CCCN(Cc2c(O)ccc3c4c(c(=O)oc23)CCCC4)C1 (configuration not stated),38%[activator],36*,-3%,-24%,0.4,927%[activator],0,4,0.1
CC(=O)Nc1ccc(NC(=O)Cn2c(-c3ccc(F)cc3)cnc2SCC(=O)Nc2c(C)cccc2C)cc1,14%,.,-1%,-1%,.,-4%,-2,.,.
CCCC(=O)NC(NC(=S)Nc1ccc(N=Nc2ccccc2)cc1)C(Cl)(Cl)Cl (configuration not stated),-12%,4,-3%,-18%,0.1,0%,0,7,-0.6
COc1cc(/C=C/C(=O)OCC(=O)Nc2cc(S(=O)(=O)N3CCOCC3)ccc2Cl)cc(OC)c1OC,13%,.,-6%,-18%,.,9%,-2,.,.
Cn1c(Nn2cnnc2)nc2ccccc21,16%,9,-2%,-19%,0.8,4%,1,2,0.5

# For convenience, some entries already given:
structure,TrxR1 inh,D2 antagonist,IDH1 R132H inh,USP1-UAF1 inh,TRHR agonist,TrxR1 substrate,PI4K2A inh,TRHR enhancer,D2 ag
COC(=O)C1=C(c2ccccc2)c2ccccc2S(=O)(=O)N1CC(=O)Nc1ccc(OC)cc1OC,0%,.,9%,-18%,0.7,1%,-2,-10,0.9
CC1CCCC(NC(=O)CSc2ncccc2C(=O)O)C1C (configuration not stated),-7%,-5,4%,-24%,1.3,-9%,8,0,1.4

# The list continues.
structure,TrxR1 inh,D2 antagonist,IDH1 R132H inh,USP1-UAF1 inh,TRHR agonist,TrxR1 substrate,PI4K2A inh,TRHR enhancer,D2 ag
Cc1cc(NC(=O)COC(=O)CSc2nc3cc(Cl)ccc3n2Cc2ccccc2)no1,9%,13,6%,10%,0.0,-2%,-13,3,1.2
c1ccc(Cn2c3ccccc3c3nnc(SCCN4CCCCC4)nc32)cc1,4%[57.1 µM],-17,3%,-19%,-1.4,-4%,-2,0,0.0
CC1=C(C(=O)c2ccccc2)C(c2ccc(OC(F)F)cc2)NC(=S)N1 (configuration not stated),3%[57.1 µM],-16,-10%,-21%,0.6,3%[57.1 µM],1,17,1.7
COc1ccccc1CNC(=O)CCCn1c(=O)c2ccccc2n(CC(=O)Nc2ccc(C)cc2Cl)c1=O,31%,.,-8%,-23%,-1.9,12%,-2,20,-0.4
COc1ccc(S(=O)(=O)N(C)C[C@H]2Oc3ccc(NC(=O)NC4CCCCC4)cc3C(=O)N([C@H](C)CO)C[C@@H]2C)cc1,5%[57.1 µM],.,-16%,?,.,-10%,-1,.,.
COc1ccc(N=CC2=C(O)c3ccccc3C2=O)c(OC)c1,-15%,-2,1%,-4%,-0.1,4%[57.1 µM],?,-3,0.1
CN(C(=O)C1CCCO1)c1nnc(-c2ccncc2)s1 (configuration not stated),?,9,0%,-14%,0.5,19%,-9,5,0.8
Cc1ccc(S(=O)(=O)n2nc(-c3ccc(Cl)cc3)nc2NCc2ccccc2)cc1,15%,.,1%,-22%,-1.0,-3%,1,6,-0.5
CCOC(=O)c1c(C)[nH]c(C(=O)OCC(=O)NC2(C#N)CCCCC2)c1C,17%,-21,5%,-10%,0.4,4%,0,0,-0.6
C=CCNC(=O)N1CCc2[nH]c3ccc(F)cc3c2C1,11%,-17,1%,-13%,0.2,9%,-2,5,1.3

# New compounds follow:
structure,TrxR1 inh,D2 antagonist,IDH1 R132H inh,USP1-UAF1 inh,TRHR agonist,TrxR1 substrate,PI4K2A inh,TRHR enhancer,D2 ag
CC(C[N+](C)(C)C)OC(=O)C1(c2ccccc2)CCCC1 (configuration not stated),32%,0,-2%,-15%,0.8,4%,-6,-9,-0.7
Cc1ccccc1OCC(=O)Nc1ccc2[nH]ncc2c1,8%[57.1 µM],.,3%,-29%,0.7,-5%,1,4,.
Nc1c(C(=O)O)nnn1Cc1ccccc1,22%,1,6%,-12%,1.2,8%,0,-2,-0.3
CC1=C(C(=O)NCc2ccccc2C)C2(CCCCC2)OC1=O,17%,.,2%,-13%,0.3,-2%,2,-5,-0.1
O=C(C1COc2ccccc2O1)N1CCN(c2ccccc2)CC1 (configuration not stated),-15%,41*,-1%,-9%,-0.3,-5%,-2,-14,-0.4
Cn1cc(S(=O)(=O)NCc2ccc(Cl)cc2)c(=O)n(C)c1=O,10%,1,7%,-15%,-1.1,5%,4,5,-1.7
O=C(Nc1nnc(-c2cccnc2)o1)c1cccc([N+](=O)[O-])c1,.,0,.,.,-1.3,.,.,-1,0.2
O=C(CCCN1C(=O)c2cccc3cccc(c23)C1=O)N1CCN(c2ncccn2)CC1,12%,1,0%,-13%,-0.6,4%,0,10,-0.5
Cc1ccc(OCCOC(=O)Cn2nc(C)c([N+](=O)[O-])c2C)cc1,14%,-1,11%,-14%,-3.9,-4%,-1,5,-0.4
COc1ccc(CNC(=O)COC(=O)c2ccc(C(=O)c3ccccc3)cc2)cc1,16%,.,3%,-21%,.,0%,-17,.,.

# (continued)
structure,TrxR1 inh,D2 antagonist,IDH1 R132H inh,USP1-UAF1 inh,TRHR agonist,TrxR1 substrate,PI4K2A inh,TRHR enhancer,D2 ag
CCOC(=O)C1=C(COC(=O)COc2ccc(OCC)cc2)NC(=O)NC1C (configuration not stated),6%,-25,0%,-11%,-0.3,-1%,-4,-4,0.5
COc1ccc(NC(=O)Cn2nnc(C(=O)NCc3ccccc3OC)c2N)cc1Cl,15%,11,11%,-15%,-0.5,4%,0,1,0.3
Cc1cccn2c(=O)c(C=Nc3ccc(Cl)cc3)c(NCCO)nc12,5%,-11,4%,-16%,-0.4,69%[activator],0,7,0.7
Cc1sc2ncnc(NCC(O)c3ccc([N+](=O)[O-])cc3)c2c1C (configuration not stated),21%,-4,2%,-5%,-0.4,-3%,-3,0,-3.0
